# GAA inhib = blocks human lysosomal alpha-glucosidase; Potency, µM (highest dose often 76.9 µM), for the others: at the highest dose activity change, negative = inhibition, actives largely listed as inhibitors; P10253; purified human GAA, 4-MU-alpha-glucoside fluorescence; hit rate 0.005% among 200,000;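 further: plate controls were uninhibited enzyme wells for no effect and no-enzyme background for full effect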
#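 Compounds are titrated up to 77 uM against 4 nM human enzyme. Substrate 4-methylumbelliferyl-alpha-D-pyranoside (400 uM) reacts 20 min at room temperature in pH 5.0 buffer; liberated 4-methylumbelliferone is read at 440 nm.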
# ALDH1A1 inh = inhibitors of human aldehyde dehydrogenase 1A1; P00352; Purified ALDH1A1, NADH fluorescence, propionaldehyde substrate; Potency, µM (series often up to 75.3 µM), inactives show at the highest dose activity, negative = inhibition, actives largely listed as inhibitors; hit rate 7.3% among 220,000; active means well fitted inhibition curve with a large enough effect, not every such curve was filed as active; inconclusive means small, poorly fitted or top-dose-only effect, or another doubt; inactive means no such curve, though single readings can be large or run the other way;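 further: plate controls were no enzyme wells and a reference inhibitor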
# Target sequence (P00352 whole entry, looked up): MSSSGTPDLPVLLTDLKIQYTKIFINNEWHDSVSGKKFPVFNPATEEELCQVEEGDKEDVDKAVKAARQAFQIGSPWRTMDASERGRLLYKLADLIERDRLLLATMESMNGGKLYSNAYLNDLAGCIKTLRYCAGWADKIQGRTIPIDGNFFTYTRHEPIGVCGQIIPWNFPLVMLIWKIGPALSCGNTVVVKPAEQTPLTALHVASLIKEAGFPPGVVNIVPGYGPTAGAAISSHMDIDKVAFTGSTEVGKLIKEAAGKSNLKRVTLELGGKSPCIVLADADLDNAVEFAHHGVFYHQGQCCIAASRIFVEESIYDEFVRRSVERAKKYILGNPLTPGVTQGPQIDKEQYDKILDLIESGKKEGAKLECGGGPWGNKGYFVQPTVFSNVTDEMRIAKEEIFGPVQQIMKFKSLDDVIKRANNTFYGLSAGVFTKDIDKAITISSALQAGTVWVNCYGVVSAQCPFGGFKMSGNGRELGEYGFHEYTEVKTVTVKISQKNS
# NPSR antag = blocks cAMP signaling of the human neuropeptide S receptor. CHO-NPSR cells, cAMP TR-FRET, antagonist mode. Q6W5P4. Potency, µM (series often up to 38.3 µM), for inactives: at the top dose activity change, negative = inhibition, actives largely listed as inhibitors. hit rate 1% among 220,000; further: on the % scale 0 is the no-effect control and ±100 the full control effect; nearly all actives have a fitted effect of over 50% in size; many of its hits are not listed in these tables
# aGlu spleen mod = inhibitors or activators of human alpha-glucosidase in spleen homogenate; P10253; human spleen homogenate, 4-MU-alpha-glucoside fluorescence; Potency, µM (highest dose often 79.9 µM), without a hit: at the highest dose activity change, negative = inhibition, actives largely listed as inhibitors; hit rate 0.006% among 240,000;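 further: 0% = enzyme with vehicle and -100% = no enzyme basal signal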
#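 Enzyme source: human spleen homogenate, 1 ug/well. Buffer 50 mM citric acid/K phosphate pH 5.0, 0.01% Tween-20. 4-MU-alpha-glucoside 1 mM; 37 C x 40 min; NaOH/glycine stop; fluorescence.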
# Tau fluor counter = counter-screen for tau fibril formation inhibitors; tau K18 P301L Alexa594 fluorescence, heparin fibrillization; hit rate 0.93% among 280,000; Potency, µM (doses to about 57.7 µM), for inactives: top-dose activity change, negative = decrease; further: on the % scale 0 is the no-effect control and ±100 the full control effect; nearly all actives have a fitted effect of over 55% in size
#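 Human tau K18 P301L (15 uM unlabeled, 0.24 uM Alexa 594-labeled) in 100 mM sodium acetate pH 7 with 20 uM heparin, 6 hr at 37 C. ThT 30 uM added, 1 hr ambient; Alexa 594 FP and total fluorescence read at 555/632 nm.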
# Epigenetic derep = regulators of epigenetic silencing causing reporter derepression in mouse cells | AID 1865 | murine LDR cells, GFP reporter derepression, 30 h | hit rate 0.2% among 280,000 | Potency, µM (top dose mostly 53.9 µM), for inactives: at the top dose GFP activation, most hits filed as activators; further: % of control where 0% means no effect; nearly all actives have a fitted effect of over 60% in size
#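 Readout is the number of GFP-expressing murine LDR cells, counted by cytometry following washing. Cells were treated with compound for 30 h at 37 C; the stably integrated CMV-GFP locus is normally silent.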
# GAA glycogen = alters human alpha-glucosidase cleavage of glycogen; AID 2100; recombinant GAA, glycogen substrate, Amplex Red glucose oxidase fluorescence; Potency, µM (doses to about 76.4 µM), for the others: at the highest dose activity change, negative = inhibition, usual class: inhibitors; hit rate 0.38% among 300,000; P10253;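 further: 0% = full enzyme reaction and -100% = no-enzyme basal signal; the screen sought inhibitors and activators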
#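 Natural-substrate format: glycogen cleavage by 4 nM human enzyme, glucose read by Amplex Red coupling (Ex 573, Em 610 nm). Normalized to enzyme and no-enzyme controls.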
# aGal spleen mod = inhibits or activates alpha-galactosidase in human spleen homogenate; P06280; human spleen homogenate, 4MU-alpha-Gal fluorescence, 40 min; Potency, µM (doses to about 80 µM), without a hit: at the highest dose activity change, negative = inhibition, actives largely listed as inhibitors; hit rate 0.008% among 240,000; AID 2107;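 further: 0% = enzyme with vehicle and -100% = no enzyme basal signal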
# Target sequence (P06280 32-429 limits assumed): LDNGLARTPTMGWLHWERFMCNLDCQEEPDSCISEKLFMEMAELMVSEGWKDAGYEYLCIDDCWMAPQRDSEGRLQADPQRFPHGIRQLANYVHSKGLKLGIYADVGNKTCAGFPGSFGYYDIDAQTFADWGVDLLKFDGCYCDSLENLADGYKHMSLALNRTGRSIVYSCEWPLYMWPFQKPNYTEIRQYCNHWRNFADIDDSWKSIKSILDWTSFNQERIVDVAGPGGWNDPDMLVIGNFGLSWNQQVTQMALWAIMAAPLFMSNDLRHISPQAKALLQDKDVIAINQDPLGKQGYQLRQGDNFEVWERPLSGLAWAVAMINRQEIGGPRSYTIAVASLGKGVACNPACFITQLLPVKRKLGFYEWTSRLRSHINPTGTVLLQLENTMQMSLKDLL
#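 Fluorogenic readout (Ex 365/Em 440 nm) of 4-methylumbelliferone released from 1 mM 4-MU-alpha-galactoside by spleen homogenate, 40 min at 37C, pH 5.0. Data normalized to no-enzyme and enzyme controls; Hill-equation AC50 from compound titrations.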
# * marks the source's active call; other numbers are inactive results; ? = inconclusive; nt = no result given; & = joins results of further samples; [ ] = another dose, or the depositor's remark. Unless noted, the call rests on the fitted dose curve; in most records, active means well fitted curve in the direction sought with a large enough effect; inconclusive means small, poorly fitted or top-dose-only effect, or another doubt; inactive means no such curve, though single readings can be large; an effect the other way counts as inactive or inconclusive. Potency means the concentration at half of the fitted maximal effect. Some of the compounds tested (hit frequency here may not be typical).
# Start of the data: the first 3 entries (preview)
SMILES,GAA inhib,ALDH1A1 inh,NPSR antag,aGlu spleen mod,Tau fluor counter,Epigenetic derep,GAA glycogen,aGal spleen mod
Cn1cccc1Cc1nnc(SCC(N)=O)n1CCc1ccccc1,-5%,-3%,3%,-23%,0%,-1.0%,-3%,-3%
O=C(COC(=O)c1ccccc1NS(=O)(=O)c1cccs1)NCC12CC3CC(CC(C3)C1)C2,-12%,?,-40%,-6%,-16%,-3.0%,-8%,5%
Brc1ccc(-c2nnc(-c3ccccc3Br)o2)cc1,-12%,?,-13%[46.1 µM],5%,-22%,-1.1%,8%,11%

# Results, from the start:
SMILES,GAA inhib,ALDH1A1 inh,NPSR antag,aGlu spleen mod,Tau fluor counter,Epigenetic derep,GAA glycogen,aGal spleen mod
Cn1cccc1Cc1nnc(SCC(N)=O)n1CCc1ccccc1,-5%,-3%,3%,-23%,0%,-1.0%,-3%,-3%
O=C(COC(=O)c1ccccc1NS(=O)(=O)c1cccs1)NCC12CC3CC(CC(C3)C1)C2,-12%,?,-40%,-6%,-16%,-3.0%,-8%,5%
Brc1ccc(-c2nnc(-c3ccccc3Br)o2)cc1,-12%,?,-13%[46.1 µM],5%,-22%,-1.1%,8%,11%
CC(C)C(=O)Nc1ccc2c(c1)C(=O)NC2=O,-10%,?,9%,-15%,-5%,-0.6%,6%,?
O=C(CCNC(=O)c1ccc([N+](=O)[O-])cc1)Nc1ccccc1N1CCOCC1,1%,0%,2%,-12%,-5%,-3.5%,1%,3%
O=C(Nc1ccc(Br)cn1)C1CCN(S(=O)(=O)c2cccs2)CC1,nt,nt,-8%,5%,-18%,5.2%,5%,8%
Cn1c(SCC(=O)N2CCCC2)nnc1-c1ccc(S(=O)(=O)N2CCCC2)cc1,2%,?,-6%[46.1 µM],1%,4%,-1.1%,-10%,9%
CSc1nnc(C)c(=O)n1COC(=O)c1ccc(S(=O)(=O)N(C)C)cc1,4%,-6%,1%,1%,-4%,-1.3%,-3%,3%
Cc1ccc(NC(c2ccccc2)c2nc3ccccc3[nH]c2=O)cc1 (configuration not stated),nt,nt,-42%,0%,?,3.2%,-5%,-1%
CCN1CCCC1CNC(=O)C1CCCN(S(=O)(=O)c2cccc3nsnc23)C1 (configuration not stated),-6%,-14%,-23%[46.1 µM],-6%,-5%,-0.1%,14%,-9%
Cc1c(NC(=O)CC(C)C)c(=O)n(-c2ccccc2)n1C,1%,14%,3%,4%,0%,-1.0%,3%,-2%
CCOC(=O)c1c(NC(=O)C[n+]2ccc(N(C)C)cc2)sc(C)c1C,2%,7%,-1%,13%,-6%,8.1%,2%,6%
CCOC(=O)N1CCN(C2=CC(=O)OC23CCCCC3)CC1,-5%,?,-14%[46.1 µM],-4%,8%,0.4%,4%,3%
COC(=O)C1=C(C)NC(C)=C(C(=O)OC)C1C(=O)OCCN1C(=O)c2ccccc2C1=O,-10%,3%,-14%[46.1 µM],1%,-4%,0.0%,-2%,8%
O=C(COc1ccccc1[N+](=O)[O-])OCC(=O)N1CCC(Cc2ccccc2)CC1,0%,?,20%,3%,4%,0.9%,-6%,1%
CN(C)S(=O)(=O)N(CC(=O)NCCSCc1ccc(Cl)cc1)c1ccccc1,nt,-4%,42%,-12%,-18%,1.2%,13%,-13%
Cc1ccc(S(=O)(=O)N2CCC(=O)N(CCOC(=O)Nc3ccc(C)c(C)c3)CC2)cc1,0%[15.4 µM],-2%&-5%,-8%,-4%&0%,-14%&-8%,-1.5%&-1.0%,-27%,-2%&-1%
O=C(O)COc1ccccc1-c1ccccc1,-12%,5%,-13%,3%,-8%,-0.3%,10%,2%
Cc1c(Cl)cccc1NC(=O)CCCn1nc([N+](=O)[O-])cc1C,-8%,7%,-5%,3%,-3%,8.3%,-8%,3%
COC(=O)c1cc(N2CCNCC2)nc2ccccc12,nt,nt,-8%,-6%,-5%,0.1%,4%,14%
CSc1cccc(NC(=O)/C=C/c2ccccc2)c1,-9%[15.4 µM],-3%,-16%[46.1 µM],-16%,?,-4.1%,-2%,-1%
CN1CCN(c2ccccc2NC(=O)c2c(F)cccc2F)CC1,-1%,2%,14%,3%,5%,1.1%,6%,4%
CCOc1ccc(-n2c(Cc3ccccc3)nnc2SCc2c(C)noc2C)cc1,-4%,?,-29%[46.1 µM],0%,0%,-2.3%,0%,-12%
O=C1NCC(NC(=O)C(F)(F)F)c2cc3c(cc21)OCO3 (configuration not stated),3%,?,-1%,3%,3%,-3.4%,21%,-6%
COC(=O)C1=C(C)n2cnnc2NC1c1ccc(Cl)cc1 (configuration not stated),0%,8%,-5%[46.1 µM],1%,-9%,-0.8%,0%,-2%
# Additional entries
SMILES,GAA inhib,ALDH1A1 inh,NPSR antag,aGlu spleen mod,Tau fluor counter,Epigenetic derep,GAA glycogen,aGal spleen mod
Nc1c(C(=O)NCC2CCCO2)sc2nc3c(c(-c4ccco4)c12)CC/C3=C\c1ccco1 (configuration not stated),5%,?,-13%,3%,?,0.0%,-2%,-4%
CCCC(=O)Nc1ccc2c(c1)nc(CCN1CCCCC1)n2C,nt,nt,-2%[7.67 µM],2%,4%,-0.3%,0%,7%
C#CCNC(=O)C1=C[C@@H](C2CC2)C[C@@H](OCCCCO)O1,nt,nt,10%,5%,6%,3.7%,-11%,11%
O=C(O)COc1ccc(/C=N/Nc2nc(Nc3ccccc3)nc(N3CCCCC3)n2)cc1,5%,?,14%,6%,-14%,-1.3%,-12%,4%
Cc1cccc(OCCC(=O)Nc2c(C)n(C)n(-c3ccccc3)c2=O)c1,-5%,2%,4%[46.1 µM],2%,-6%,0.0%,-3%,8%
Cc1onc(-c2c(F)cccc2Cl)c1C(=O)Nc1c(C)n(C)n(-c2ccccc2)c1=O,-6%,?,5%[46.1 µM],-8%,-11%,-2.2%,10%,3%
CCOC(=O)C1(CCc2ccccc2)CCN(C(=O)CCc2cnccn2)CC1,-8%,?,3%,1%,-9%,-1.1%,4%,3%
CC(C)(C)NC(=O)C1Cc2ccccc2CN1 (configuration not stated),1%,15%,17%,3%,3%,-0.5%,3%,3%
COc1ccc(CNC(=O)CN2C(=O)CC(c3ccccc3)=Nc3ccccc32)cc1,-13%,-3%,9%,-4%,-18%,-1.0%,-1%,5%
COc1ccc(/C=C2\CCCC(C(=O)C(F)(F)F)=C2O)cc1OC,7%,0.13µM*,-25%,-13%,-17%,14%,3%,-2%
O=C(c1cnc2sccn2c1=O)N1CCCc2ccccc21,-5%,-10%,-6%[46.1 µM],0%,5%,0.0%,0%,4%
CSc1cccc(CN2CCN(CCc3ccccc3)C(CCO)C2)c1 (configuration not stated),-1%,0%,24%,1%,-16%,0.1%,-7%,5%
COc1ccc(/C(C)=N/NC(=O)c2ccccc2N)cc1,-1%,-9%,-5%,4%,6%,1.1%,-12%,4%
C=CCOc1c(CNC2CCCC2)cc(Cl)cc1OC,-1%,9%,-9%,1%,8%,-0.6%,-3%,-4%
N#CCSc1n[nH]c2nc3c(c(=O)n12)C1(CCCC1)Cc1ccccc1-3,?,?,5%[46.1 µM],?,?,-5.8%,-9%,?
COc1ccc2oc(=O)c(-c3csc(Nc4cccc(O)c4)n3)cc2c1,-8%,-10%,-26%,-4%,6.3µM*[quencher],-1.5%,2%,-8%
COc1ccc2nc(COC(=O)c3cccc([N+](=O)[O-])c3)c(C(C)=O)[n+]([O-])c2c1,-3%,-6%,-26%,-1%,-29%,1.9%,-12%,7%
O=C(CS(=O)(=O)c1ccccc1)NC1CCCCC1,?,4%,11%,-7%,-1%,0.0%,-4%,-12%
Cc1cccc(-n2ncc(C#N)c2N)c1,-5%,-6%,-6%[46.1 µM],4%,3%,1.2%,-6%,6%
COc1cc(OC)cc(-c2nc(N)n[nH]2)c1,-13%,?,-10%[46.1 µM],-7%,-1%,-1.1%,-16%,10%
CCOc1ccccc1OCCCC(=O)NC1CCCc2ccccc21 (configuration not stated),-5%,1%,-6%[46.1 µM],-3%,-2%,-0.9%,-6%,2%
CCc1ccc2[nH]c(=O)c(CN(Cc3ccc(F)cc3)C(c3nnnn3CCN3CCOCC3)C(C)C)cc2c1 (configuration not stated),-12%,?,-10%[46.1 µM],5%,-15%,0.0%,-1%,3%
COc1ccccc1CNC(=O)CN(C)S(=O)(=O)c1cccc2cccnc12,nt,nt,7%,13%,-37%,-1.0%,9%,4%
O=C(O)C(C/C(=N/O)c1ccc(Br)cc1)P(=O)(c1ccccc1)c1ccccc1 (configuration not stated),nt,nt,-21%,-5%,-12%,-1.6%,6%,-5%
COc1ccc(NC(=O)CCN2CCN(S(=O)(=O)c3cc(Cl)ccc3Cl)CC2)cc1,-9%,-1%,-23%[46.1 µM],-4%,-18%,0.0%,-15%,-12%
# The list goes on.
SMILES,GAA inhib,ALDH1A1 inh,NPSR antag,aGlu spleen mod,Tau fluor counter,Epigenetic derep,GAA glycogen,aGal spleen mod
Cc1ccc(S(=O)(=O)NC(CN2CCOCC2)=NCCNS(=O)(=O)c2ccccc2)cc1,-14%,2.5µM*,-13%[46.1 µM],4%,-8%,0.0%,7%,6%
O=C(NCc1n[nH]c(=S)n1-c1cccc(Cl)c1)c1cccs1,-7%,5%,-3%,nt,-12%,-1.3%,-14%,-3%
COc1ccccc1-n1c(SCC(=O)O)nc2sc3c(c2c1=O)CCC3,1%[15.4 µM],?,-13%,-1%,-12%,4.1%,3%,6%
COCCN=c1scc(-c2ccccc2)n1/N=C/c1c[nH]c2ccccc12,-8%,?,-33%,2%,10µM*[quencher],7.4%,-10%,3%
Nc1c2ccccc2nc2c(O)cccc12,nt,0%[20.9 µM],nt,0%[29.1 µM],nt,1.1%[16.9 µM],nt,5%[29.1 µM]
O=C(Nc1ccc([N+](=O)[O-])cc1)c1ccc(Cn2cc([N+](=O)[O-])cn2)cc1,8%,-7%,-12%,1%,?,-0.7%[10.1 µM],13%,-3%
COCC(=O)Nc1ccc(C)c(Cl)c1,0%,-4%,19%[46.1 µM],-7%,16%,0.0%,10%,-3%
O=c1nc2ccccc2c2n1CC(CN1CCN(c3ccc(F)cc3)CC1)N2 (configuration not stated),4%,4%,-1%[46.1 µM],-6%,-10%,0.6%,-7%,1%
Cc1ccc(OCC(=O)N/N=C\c2cn(C)c3ccccc23)c([N+](=O)[O-])c1,?,2%,-12%[46.1 µM],-10%,?,1.9%,15%,-5%
Cc1cc(SCC(=O)Nc2ccccc2)n2ncc(-c3ccccc3)c2n1,nt,nt,20%[7.67 µM],10%,?,-0.3%,3%,3%

# Compound activity deposited in PubChem BioAssay by National Center for Advancing Translational Sciences (NCATS).
